# Bioassay records (PubChem BioAssay)
# AmpC no deterg = qHTS Inhibitors of AmpC Beta-Lactamase (assay without detergent) | AmpC nitrocefin hydrolysis, absorbance 480 nm, 0.0001% Triton | Potency, µM (titrated, usually from 57.1 µM), without a hit: top-dose activity change, negative = inhibition, usual class: inhibitors | 0.52% of 330,000 active | AID 485341, 2010;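 further: potency means the concentration at half of the fitted maximal effect; plate controls were no compound for no effect and no enzyme for full effect; nearly all actives have a fitted effect of over 20% in size; some results filed as inactive show a strong effect at the top dose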
# Target sequence (P00811 whole entry, looked up): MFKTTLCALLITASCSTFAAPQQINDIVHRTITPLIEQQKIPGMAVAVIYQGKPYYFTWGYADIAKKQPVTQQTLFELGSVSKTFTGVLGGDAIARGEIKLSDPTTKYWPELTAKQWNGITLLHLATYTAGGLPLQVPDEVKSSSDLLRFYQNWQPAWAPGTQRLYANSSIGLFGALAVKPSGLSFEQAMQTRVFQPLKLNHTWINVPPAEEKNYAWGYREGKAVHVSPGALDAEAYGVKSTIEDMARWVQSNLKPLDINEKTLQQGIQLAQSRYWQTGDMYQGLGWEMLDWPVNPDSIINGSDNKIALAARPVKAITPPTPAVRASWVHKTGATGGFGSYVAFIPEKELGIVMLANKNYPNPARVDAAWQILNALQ
#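 AmpC (5.3 nM in the dispensed reagent) in 20 mM phosphate pH 7.0 with 0.01% (detergent screen) or 0.0001% Triton X-100 was preincubated with compounds for 15 min at room temperature. Nitrocefin was then added from an 800 uM solution, and hydrolysis was followed at 480 nm.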
# HCV inhibitor = qHTS Assay for Inhibitors of Hepatitis C Virus (HCV); Potency, µM (highest dose often 41.8 µM), without a hit: at the highest dose activity change, negative = inhibition, actives largely listed as inhibitors; 3.4% of 340,000 active; Huh7.5.1 HCVcc-Cre infection, luciferase reporter, 44 h; further: potency means the concentration at half of the fitted maximal effect
#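 Infectious HCVcc-Cre (~0.5 moi) was added to cells just after compound, with cells seeded 4 h earlier at 1,000 per well. Luciferase activity after 44 h culture reported infection; substrate was incubated 15 min at room temperature before reading.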
# HCMV inh = qHTS Assay for inhibitors of the human cytomegalovirus (HCMV); AID 1259415, 2018; HFF cells, HCMV-luciferase reporter, 72 h; hits give low values; activity change, negative = inhibition, % at 57.5 µM; 4.5% of 410,000 active; in the data active means activity change below about -60%; inconclusive means no clear call, values can overlap the other calls; inactive means above about -39%
#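 Screen run at 2 compound doses on HFFs infected with reporter HCMV, MOI 1 PFU/cell. Luciferase activity from cell lysates at 72 h post infection gave inhibition relative to buffer-only and Salinomycin wells.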
# AmpC detergent = qHTS Inhibitors of AmpC Beta-Lactamase (assay with detergent); P00811; AmpC hydrolysis of nitrocefin, absorbance 480 nm, 0.01% Triton; Potency, µM (highest dose often 114 µM), for inactives: top-dose activity change, negative = inhibition, usual class: inhibitors; 0.041% of 370,000 active; AID 485294, 2010;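 further: potency means the concentration at half of the fitted maximal effect; 0% = no-compound wells and -100% = no-enzyme wells; nearly all actives have a fitted effect of over 25% in size; some results filed as inactive show a strong effect at the top dose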
#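 20 mM phosphate pH 7.0 + 0.01% (detergent screen) or 0.0001% Triton X-100; 5.3 nM AmpC reagent; cpd preinc 15 min RT; nitrocefin (800 uM stock) to start; A480 q20 s × 4 min; Activity was normalised to no-enzyme and no-compound control wells.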
# FBPA Giardia inh = qHTS Assay for Inhibitors of Fructose-1,6-bisphosphate Aldolase from Giardia Lamblia | 0.71% of 290,000 active | Potency, µM (doses to about 59.6 µM), without a hit: at the highest dose activity, negative = inhibition, actives largely listed as inhibitors | purified Giardia FBPA | AID 2451, 2010; further: potency means the concentration at half of the fitted maximal effect; nearly all actives have a fitted effect of over 55% in size
# Target sequence (A8B2U2 whole entry, looked up): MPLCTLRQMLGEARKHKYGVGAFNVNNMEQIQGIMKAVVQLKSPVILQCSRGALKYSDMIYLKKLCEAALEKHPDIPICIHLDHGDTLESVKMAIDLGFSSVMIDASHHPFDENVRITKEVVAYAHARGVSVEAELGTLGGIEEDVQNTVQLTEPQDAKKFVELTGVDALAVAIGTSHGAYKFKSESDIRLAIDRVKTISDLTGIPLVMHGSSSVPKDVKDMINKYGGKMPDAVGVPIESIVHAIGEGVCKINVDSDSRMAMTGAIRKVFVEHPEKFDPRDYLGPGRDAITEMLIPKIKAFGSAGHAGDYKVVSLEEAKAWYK
#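 Giardia FBPA (40 nM reagent) was preincubated 10 min at RT with compound (up to 57.5 uM final), then substrate plus GAPDH/TPI/NAD/arsenate coupling system with diaphorase/resazurin was added; resorufin fluorescence (525/598 nm) was read after 20 min.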
# Sm TGR inh = qHTS Assay for the Inhibitors of Schistosoma Mansoni Peroxiredoxins; purified TGR, DTNB reduction, TNB absorbance 405 nm; Potency, µM (titrated, usually from 114 µM), for the others: top-dose activity change, negative = inhibition, hits mostly inhibitors; 3% of 360,000 active; AID 485364, 2010; further: potency means the concentration at half of the fitted maximal effect; nearly all actives have a fitted effect of over 60% in size
#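 Kinetic colorimetric format: TGR-catalysed, NADPH-driven DTNB reduction monitored via TNB absorbance. Enzyme dispensed at 20 nM; compound exposure 15 min at room temperature before reaction start.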
# * = called active by the depositor; ? = inconclusive; . = no result given; & = joins results of further samples; [ ] = remark or other dose. Unless noted, the call rests on the fitted dose curve; in most records, active means well fitted curve in the direction sought with a large enough effect; inconclusive means small, poorly fitted or top-dose-only effect, or another doubt; inactive means no such curve, though single readings can be large; an effect the other way counts as inactive or inconclusive. Unless noted, on the % scale 0 is the no-effect control and ±100 the full control effect. This is a random part of the collection; overall some 9.9% were active at least once.
# The opening five records, ahead of the listing:
# Every second line gives: AmpC no deterg | HCV inhibitor | HCMV inh | AmpC detergent | FBPA Giardia inh | Sm TGR inh
> CCOC(=O)Nc1ccc2c(c1)ncn2C1CCCCC1
→ -21% | 20% | ? | -14% | 2% | -1%
> Cc1ccc(SCC(=O)Nc2oc(C)c3c(C)n[nH]c(=O)c23)cc1C
→ -10% | -13% | 2 | ? | . | 3%
> CC(C)C(NS(=O)(=O)c1cccc2nsnc12)C(=O)Nc1nc2ccc(Cl)cc2s1 (configuration not stated)
→ -16% | 11% | -21 | ? | 0% | -20%
> CC1CCN(S(=O)(=O)c2c[nH]c(=O)[nH]c2=O)CC1
→ -1% | 10µM* | -22 | -19% | . | 3%
> CCN(CC)CCCNC(=O)c1ccc(S(=O)(=O)Nc2ccc(C)c(C)c2)cc1
→ 2% | ? | -18 | 2% | . | 0%

# The list itself (from the top)
# Every second line gives: AmpC no deterg | HCV inhibitor | HCMV inh | AmpC detergent | FBPA Giardia inh | Sm TGR inh
> CCOC(=O)Nc1ccc2c(c1)ncn2C1CCCCC1
→ -21% | 20% | ? | -14% | 2% | -1%
> Cc1ccc(SCC(=O)Nc2oc(C)c3c(C)n[nH]c(=O)c23)cc1C
→ -10% | -13% | 2 | ? | . | 3%
> CC(C)C(NS(=O)(=O)c1cccc2nsnc12)C(=O)Nc1nc2ccc(Cl)cc2s1 (configuration not stated)
→ -16% | 11% | -21 | ? | 0% | -20%
> CC1CCN(S(=O)(=O)c2c[nH]c(=O)[nH]c2=O)CC1
→ -1% | 10µM* | -22 | -19% | . | 3%
> CCN(CC)CCCNC(=O)c1ccc(S(=O)(=O)Nc2ccc(C)c(C)c2)cc1
→ 2% | ? | -18 | 2% | . | 0%
> C[C@H](NC(=O)c1nc[nH]c1C(=O)NCCCCCNC(=O)OC(C)(C)C)c1ccccc1
→ 94%[activator] | ? | -36 | 5% | . | 0%
> Cc1ccccc1C(=O)Nc1ccc(Cl)cn1
→ -12% | -20% | 36 | ? | -2% | 8%
> CCc1nn(CC(=O)N(CC)Cc2ccccc2)c(=O)c2cc3occc3n12
→ . | . | -14 | 30% | . | -15%
> COc1ccc(OC)c(NC(=O)CSc2nncc(=O)n2N)c1
→ -7% | 9% | -4 | 1% | ? | 19%
> C=CCn1c(SCC(=O)NCC2CCCO2)nc2c([nH]c3ccccc32)c1=O (configuration not stated)
→ 1% | -26% | 30 | 1% | . | -5%
> C=CC[C@@H](CC(=O)N[C@@H](CO)Cc1ccccc1)C(=O)N[C@H](COC(=O)[C@@H](CC=C)CC(=O)OC(C)(C)C)Cc1c[nH]c2ccccc12
→ 205%[activator] | ? | -7 | . | . | .
> COc1ccc(-c2nc(N)n(C(=O)c3ccco3)n2)cc1
→ -23% | 27% | 24 | 5% | 1% | -7%
> Cc1ccc(C(=O)NNC(=O)c2ccncc2)cc1[N+](=O)[O-]
→ -14% | 0% | -7 | 7% | . | 9%
> CCOCCCNC(=O)Cn1cnc2c(cnn2-c2ccc(C)c(C)c2)c1=O
→ -5% | 1% | 68 | -4% | -2% | 1%
> CC(=O)c1ccc(NC(=S)N2CCN(S(=O)(=O)c3ccc(F)cc3)CC2)cc1
→ 24% | 4% | -39 | -8% | -15% | -11%
> CCCN(CC(=O)Nc1ccccc1C)C(=O)c1ccc(-c2ccc([N+](=O)[O-])cc2)o1
→ -7% | ? | -33 | 3% | . | 6.3µM*
> CC(=O)C[C@H](O)CC(=O)[C@H]1OC(=O)CCCCC/C=C/Cc2ccccc21
→ 144%[activator] | -4% | -4 | . | . | .
> Cc1cc(S(=O)(=O)N2CCN(CC(=O)N(C)Cc3ccccc3)CC2)ccc1Br
→ 215%[activator] | -26% | -19 | -17% | . | -7%
> NC(=O)c1ccc(C2SCC(=O)N2CCc2ccccc2)cc1 (configuration not stated)
→ -3% | 21% | -27 | 1% | . | -7%
> Cn1nccc1C(=O)Nc1ccc(OC(=O)c2ccnn2C)cc1
→ -13% | -4% | 9 | ? | -7% | 3%
> COC(=O)c1ccc(S(=O)(=O)NNC(=O)c2ccc(S(=O)(=O)N3CCCCC3)cc2)cc1
→ -45% | 10% | -40 | -8% | -6% | 0%
> CCOc1ccc(/C=C/c2nc(C#N)c(NCCCOC)o2)cc1
→ 20% | -27% | ? | -5% | 9% | -36%
> COCCC(=O)N1CCC(Oc2ccc(C(=O)NCCc3cnn(C)c3)cc2)CC1
→ 8% | 24% | -8 | 2% | -7% | -3%
> CCOC(=O)c1c(C)[nH]c(C)c1S(=O)(=O)N1CCN(c2cc(Cl)ccc2C)CC1
→ . | . | -90* | -4% | . | 0%
> O=C(COC(=O)c1cc(Br)ccc1O)Nc1ccc2c(c1)OCO2
→ -53% | 6% | ? | ? | . | -15%
> O=C1OCC2=C1C(c1ccc(F)cc1)CC(=O)N2c1ccccc1 (configuration not stated)
→ 17% | . | . | -3% | 3% | 7%
> O=C1/C(=C/c2ccc([N+](=O)[O-])cc2)C=C(c2ccccc2)N1c1ccc(O)cc1
→ -52% | ? | -83* | -7% | -8% | -21%
> O=C(Nc1noc2ccccc12)c1cccc(Cl)c1Cl
→ . | . | 216 | 10% | . | 11%
> COc1ccc(Cl)cc1C(=O)Nc1ccc(N(C)C(C)=O)cc1
→ 68%[activator] | ? | . | 2% | -1% | -2%
> COc1cccc(CNC(=O)c2ccc(NC(=O)N3CCCCc4ccccc43)cc2)c1
→ . | . | 0 | 8% | . | 2%

# The last 3 compounds of the part before open the next one.
# Every second line gives: AmpC no deterg | HCV inhibitor | HCMV inh | AmpC detergent | FBPA Giardia inh | Sm TGR inh
> O=C(Nc1noc2ccccc12)c1cccc(Cl)c1Cl
→ . | . | 216 | 10% | . | 11%
> COc1ccc(Cl)cc1C(=O)Nc1ccc(N(C)C(C)=O)cc1
→ 68%[activator] | ? | . | 2% | -1% | -2%
> COc1cccc(CNC(=O)c2ccc(NC(=O)N3CCCCc4ccccc43)cc2)c1
→ . | . | 0 | 8% | . | 2%
> CCN(CC)C(=O)CSc1nnc(CSc2ncccn2)n1C
→ -8% | 15% | ? | -2% | 1% | 3%
> Cc1ccc(-c2onc(C)c2C)cc1S(=O)(=O)N1CC(C)Oc2ccccc21 (configuration not stated)
→ -7% | 13µM* | ? | 1% | . | 0%
> CCOc1cc(-c2n[nH]c(=S)n2Cc2ccccc2)ccc1OC(F)F
→ -30% | -6% | 3 | 2% | . | -5%
> O=C(NCCN1CCOCC1)C1CCC(=O)N1Cc1ccc(F)cc1 (configuration not stated)
→ -11% | 13% | 8 | 3% | 5% | 2%
> CC(=O)Nc1cccc(NC(=O)CSc2ccc(-c3ccccn3)nn2)c1
→ -56% | ? | ? | 0% | ? | 1%
> C=CCOC(=O)C1=C[C@H](c2cn(C(C)=O)c3ccccc23)C[C@H](OCc2ccc(CO)cc2)O1
→ 92%[activator] | -6% | 22 | 10% | -7% | 0%
> Cc1noc(C)c1S(=O)(=O)Nc1ccc2c(c1)C(=O)N([C@H](C)CO)C[C@H](C)[C@@H](CN(C)C(=O)NC1CCCCC1)O2
→ 67%[activator] | 40%[activator] | 23 | . | . | .
> CS(=O)(=O)N1CCC(C(=O)Nc2ccc3c(c2)OCO3)CC1
→ -16% | 13% | -12 | -7% | 0% | -20%
> COCCN1C(=O)C(CC(=O)Nc2ccc(C(C)=O)cc2)SC1=Nc1ccccc1 (configuration not stated)
→ 70%[activator] | 9%&6% | 23&38 | -17% | -1% | -23%
> CCOC(=O)c1c(CSCc2ccccc2)oc2ccc(O)c(CN(C)C)c12
→ 62%[activator] | ? | 0 | -8% | ? | -16%
> O=C(COc1ccccc1)Nc1ccccc1NS(=O)(=O)c1cccs1
→ -24% | 16% | -32 | 0% | 12% | 7%
> CS(=O)(=O)NC1c2cccc3cccc(c23)C1Sc1nncn1/N=C/c1ccco1 (configuration not stated)
→ 61%[activator] | -18% | 52 | ? | -13% | 50µM*
> CC(=O)Nc1ccc(NC(=O)Cn2nc(C(=O)Nc3ccc(C)cc3)ccc2=O)cc1
→ 2% | 11% | 0&3 | 2%&-6% | 4% | -8%&-12%
> COc1ccc(S(=O)(=O)N2CCC(n3cnc4cc(C(F)(F)F)ccc43)CC2)cc1
→ 105%[activator] | 3% | -30 | 3% | -4% | -1%
> COc1ccc(O)c(N)c1
→ -43% | . | . | ? | 3.5µM* | 3.2µM*
> CCOC(=O)Cc1csc(NC(=O)CSc2nc(-c3ccccc3)c(C#N)c(=O)[nH]2)n1
→ -23% | 3% | 15 | ? | 16% | 3%
> CCOC(=O)c1c(C)[nH]c(C)c1S(=O)(=O)N1CCC(C(=O)Nc2ccc(OCC)cc2)CC1
→ . | . | -7 | -1% | . | -1%
> CCOCC(=O)Nc1ccc(C)c(Cl)c1
→ -16% | -7% | -15 | 0% | -4% | -23%
> O=C(NCc1ccccc1)C(c1ccccn1)N(C(=O)c1csnn1)c1ccccc1F (configuration not stated)
→ -22% | 9% | 7 | -8% | 0% | -1%
> Cc1cc(C)cc(NC(=O)c2ccccc2NC(=O)CCC(=O)O)c1
→ -1% | 33%[activator] | ? | 21% | -1% | 9%
> COc1ccc(CC(=O)OCC(=O)Nc2cc(Cl)ccc2C)cc1
→ 13% | -5% | 21 | . | . | .
> Cc1ccc2c(c1)C(=O)CC1(CCCCCC1)O2
→ -21% | 15% | -8 | -8% | 8% | 13%
> Cc1nc(-c2ccccc2)cc(=O)[nH]1
→ -5% | 10% | -5 | ? | 7% | 2%
> COc1ccc(CC2(CO)CCN(Cc3ccc4c(c3)CCO4)CC2)cc1
→ -13% | -21% | ? | 3% | 5% | 6%
> COCCNC(=O)C(c1c[nH]c2ccccc12)N(C(=O)c1snc(C(N)=O)c1N)c1cccc(OC)c1 (configuration not stated)
→ 140%[activator] | 11% | 33 | -2% | 0% | -5%
> CS(=O)(=O)Nc1ccccc1C(=O)N1CCOCC1
→ . | 3% | 43 | -5% | 9% | 0%
> COc1ccc(CC(=O)Nc2ccc(S(=O)(=O)Nc3cc(OC)nc(OC)n3)cc2)cc1
→ ? | 9% | -36 | -3% | 27% | -13%
> CS(=O)(=O)Nc1ccccc1C(=O)Nc1cc(Cl)cc(Cl)c1
→ -23% | ? | -103* | -2% | 7% | -2%
> COCCN1CSC(=S)N(Cc2ccco2)C1
→ -16% | 5% | -22 | 7% | ? | -20%
> COC(=O)c1[nH]c2ccc(C)cc2c1NC(=O)CN1CCN(c2ccccc2)CC1
→ 44% | ? | -65* | ? | -6% | 2%
> CCN(CC(=O)Nc1ccccc1OC)C(=O)c1ccc(NS(=O)(=O)c2ccc(C(C)=O)cc2)cc1
→ -19% | 8% | 29 | 2% | . | -21%
> Cc1cccc(OCc2nnc(SCC(=O)N(c3ccccc3)C3CCS(=O)(=O)C3)o2)c1 (configuration not stated)
→ 59% | ? | -29 | 6% | . | -1%
> O=C(NCc1ccccn1)C1CCN(S(=O)(=O)N2CCC3(CC2)OCCO3)CC1
→ -11% | 5% | -1 | ? | 2% | 3%
